From PubChem BioAssay
Mdm2-MdmX inh: inhibitors of human Mdm2-MdmX association, primary screen, cell-based, luminescence, split luciferase, SaOS-2, uHTS; Protein Mdm4 (Homo sapiens) + E3 ubiquitin-protein ligase Mdm2 (Homo sapiens), …; SaOS-2 split-luciferase Mdm2/MdmX complementation; inhibition, % at 8 µM; actives 3% (n = 330,000); AID 485346, 2010;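 active = inhibition of at least 50% at 8 µM in the primary screen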
Target sequence (O15151 whole entry, looked up): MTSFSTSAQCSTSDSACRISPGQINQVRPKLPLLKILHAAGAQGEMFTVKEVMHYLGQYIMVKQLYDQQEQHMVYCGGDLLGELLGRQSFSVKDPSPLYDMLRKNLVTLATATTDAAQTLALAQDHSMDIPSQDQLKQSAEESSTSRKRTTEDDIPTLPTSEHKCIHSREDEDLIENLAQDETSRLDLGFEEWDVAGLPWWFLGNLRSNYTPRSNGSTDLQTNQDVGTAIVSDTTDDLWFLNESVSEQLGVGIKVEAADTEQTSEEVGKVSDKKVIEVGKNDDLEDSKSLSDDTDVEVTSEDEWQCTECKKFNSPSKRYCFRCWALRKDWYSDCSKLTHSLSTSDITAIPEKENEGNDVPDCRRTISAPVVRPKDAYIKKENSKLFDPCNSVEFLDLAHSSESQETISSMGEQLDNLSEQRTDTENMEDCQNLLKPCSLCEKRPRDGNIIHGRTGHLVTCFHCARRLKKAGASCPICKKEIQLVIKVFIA
Target sequence (Q00987 whole entry, looked up): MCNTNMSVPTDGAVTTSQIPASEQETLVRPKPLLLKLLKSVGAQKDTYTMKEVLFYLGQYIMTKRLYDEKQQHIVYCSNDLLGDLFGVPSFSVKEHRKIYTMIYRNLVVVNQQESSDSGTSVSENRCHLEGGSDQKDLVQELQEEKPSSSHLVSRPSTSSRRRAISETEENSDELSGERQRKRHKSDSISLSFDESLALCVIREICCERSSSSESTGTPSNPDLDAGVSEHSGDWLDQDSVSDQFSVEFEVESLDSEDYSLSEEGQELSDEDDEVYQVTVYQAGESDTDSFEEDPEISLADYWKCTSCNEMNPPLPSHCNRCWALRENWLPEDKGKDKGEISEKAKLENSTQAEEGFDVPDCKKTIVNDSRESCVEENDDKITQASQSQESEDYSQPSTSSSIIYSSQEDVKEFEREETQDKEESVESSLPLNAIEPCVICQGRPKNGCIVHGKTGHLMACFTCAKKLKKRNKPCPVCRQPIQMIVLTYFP
tim23-1 inh: growth inhibitors of tim23-1 mutant yeast, primary screen, luminescence, uHTS; S. cerevisiae tim23-1 growth, BacTiter-Glo luminescence, 24 h; inhibition, % at 20 µM; actives 1.3% (n = 330,000); AID 463212, 2010;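 active = growth inhibition of the mutant yeast at or above 50%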;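 note: temperature-sensitive mutant grown at 25 °C; plate controls were DMSO-treated mutant yeast for no effect and medium wells lacking yeast for full effect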
APJ antagonist: antagonists of human apelin receptor APJ, primary screen, CHO-K1 cells, beta-arrestin complementation, luminescence; P35414; inhibition, % at 20 µM; actives 0.32% (n = 330,000);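 active = inhibition above about 40% at 20 µM, limit read from the data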;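 note: cells challenged with 10 nM apelin-13 agonist together with compound; plate controls were apelin-13 plus DMSO wells for no effect and DMSO wells lacking apelin-13 for full effect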
CXCR6 block: CXCR6 receptor inhibitors, primary screen, cell-based, beta-arrestin, luminescence, CHO-K1 PathHunter, 1536-well; C-X-C chemokine receptor type 6 (Homo sapiens), O00574; inhibition, % at 20 µM; actives 0.36% (n = 360,000); AID 602244, 2012; in the data active = inhibition above about 34%, passing the limit was not always enough;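 note: antagonist mode with CXCL16 agonist at 10 nM final; 0% = 10 nM CXCL16 with DMSO and 100% = unstimulated wells without agonist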
UPR CHOP act: activators of apoptotic CHOP UPR arm, primary screen, cell-based, CHO-CHOP luciferase reporter, luminescence, uHTS. actives 0.34% (n = 330,000). AID 449763, 2010. UPR activation; percent of tunicamycin response over DMSO baseline. activation, % at 10 µM;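 active = at 10 µM dose, activation of 40% or more, normalized to positive control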;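 note: 100% = tunicamycin at 10 µg/mL and 0% = DMSO alone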
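Assay system: CHO-CHOP cells, stable luciferase reporter of PERK-eIF2a-CHOP signalling / Buffer or medium: F12 plus 10% serum / Compound dosing: one dose, 10 µM in 0.5% DMSO / Times: 6 h compound treatment, 37 °C / Technique: luciferase luminescence / Read-out: % reporter activation, DMSO baseline versus tunicamycin full activation / Benchmarks: tunicamycin and DMSO controls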
tim10-1 inh: growth inhibitors of tim10-1 mutant yeast, primary screen, luminescence, uHTS; inhibition, % at 20 µM; S. cerevisiae tim10-1 ts strain growth, BacTiter-Glo, 24 h; actives 2.2% (n = 330,000);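 active = inhibition of at least 40%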;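 note: mutant grown at 25 °C; 0% = DMSO wells with yeast and 100% = wells holding no yeast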
APJ agonist: agonists of human apelin receptor APJ, primary screen, CHO-K1 cells, PathHunter beta-arrestin, luminescence. 0% DMSO wells, 100% apelin. actives 0.11% (n = 330,000). activation, % at 20 µM. AID 2520, 2010. P35414;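 active = activation more than six SD over the plate average, tested at 20 µM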;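 note: 0% = DMSO alone and 100% = apelin-13 at 10 nM; some results filed as inactive read as strong as hits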
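Assay system – PathHunter CHO-K1 APJ (AGTRL-1) beta-arrestin reporter cells · Compound – one dose, 20 µM compound, 1% DMSO · Timing – compound 90 min 25 °C, reagent 1 h · Measured by – luminescence from split beta-galactosidase complementation, Galacton Star/Emerald II substrate · Measure – beta-arrestin recruitment to APJ as agonist activity, luminescent signal · Benchmarks – DMSO vs Apelin-13 10 nM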
TIM10 inh: growth inhibitors of isogenic TIM10 control yeast, primary screen, counter-screen for tim10-1 yeast inhibitor project, luminescence, uHTS. AID 463195, 2010. S. cerevisiae TIM10 strain growth, BacTiter-Glo luminescence, 24 h. actives 1.4% (n = 330,000). inhibition, % at 10 µM;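 active = inhibition of 40% or more at the single tested concentration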;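 note: wild-type TIM10 isogenic control strain grown at permissive 25 °C; 0% = DMSO yeast wells and 100% = minimal medium wells without yeast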
UPR XBP1 act: activators of adaptive XBP1 UPR arm, primary screen, cell-based, CHO-XBP1 luciferase reporter, luminescence, uHTS; IRE1-XBP1 UPR activation; percent of tunicamycin response, DMSO as zero; activation, % at 20 µM; actives 0.33% (n = 330,000);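 active = versus positive control, 20 µM dose yields 30% or more activation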;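 note: 100% = tunicamycin at 10 µg/mL and 0% = DMSO only wells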
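Material: CHO-XBP1 cells stably carrying IRE1-XBP1-driven luciferase reporter | Medium: F12 with 10% serum | Compound dosing: 20 µM single concentration, DMSO 1% | Incubation: Overnight seeding at 37 °C, 6 h compound treatment at 37 °C | Detection: Steady-Glo luminescence read | Read-out basis: % activation of reporter signal versus tunicamycin and DMSO controls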
* marks the source's active call; other numbers are inactive results.

SMILES | Mdm2-MdmX inh | tim23-1 inh | APJ antagonist | CXCR6 block | UPR CHOP act | tim10-1 inh | APJ agonist | TIM10 inh | UPR XBP1 act
CC1CC(C)CN(S(=O)(=O)c2ccc(C(=O)N3CCOCC3)cc2)C1 (stereo not drawn) | 6 | -16 | 6 | -9 | 0.4 | -13 | -5 | 3 | -4
CC(C)(C)CC(=O)NCCCN1CCOCC1 | -45 | -2 | 5 | 1 | -0.6 | 14 | -1 | -8 | -1
CNS(=O)(=O)c1cn(CC(=O)NCc2ccccc2OC)cc1S(=O)(=O)NC | 16 | -2 | -28 | -5 | -2.6 | -1 | -3 | -15 | 2
Cc1ccc(S(=O)(=O)NCCSc2nnnn2C)cc1 | -10 | 6 | -4 | -3 | -0.7 | 7 | -1 | 12 | 1
Cc1cc(NC(=O)COC(=O)c2cccc(S(=O)(=O)N(C)C3CCCCC3)c2)no1 | -7 | 40 | -4 | 2 | -0.6 | 28 | -3 | 27 | -1
c1ccc(-c2nc(N3CCOCC3)c3ccccc3n2)nc1 | 43 | -4 | 4 | -3 | -2.6 | 2 | 7 | 5 | 4
O=c1[nH]c(CN2CCN(c3ccccc3)CC2)nc2scc(-c3ccccc3)c12 | 72* | -2 | 7 | 6 | -0.8 | 17 | -1 | 6 | -2
CCOc1ccc(-n2ccn(CC(=O)NCCc3ccccc3)c(=O)c2=O)cc1 | 33 | 17 | 8 | -2 | -0.3 | 18 | 9 | 9 | 3
CSc1nnc(C)c(=O)n1COC(=O)c1ccc([N+](=O)[O-])cc1 | 1 | 4 | -18 | -6 | -2.2 | -11 | -4 | 9 | -2
COc1ccc(NC(=O)C2=NN(C3CCS(=O)(=O)C3)C(=O)CC2)cn1 (stereo not drawn) | 5 | -7 | 0 | -4 | 1.8 | 11 | -4 | -4 | 4
COCCn1c(=S)[nH]c2ncccc2c1=O | 23 | -5 | -3 | 3 | 2.1 | 2 | -5 | -10 | 2
O=C(CSCC(=O)Nc1cccc2ccccc12)Nc1cccc2ccccc12 | 7 | 8 | -38 | -2 | -1.1 | 35 | 8 | 21 | 0
CC(NCC(O)COC1CCC(C(C)(C)C)CC1)c1ccccc1 (stereo not drawn) | 55* | -154 | 3 | -7 | 0.6 | -8 | -4 | -82 | 2
COc1cc(C=C(c2nc3ccccc3s2)c2nc3ccccc3s2)cc(OC)c1O | 12 | 28 | -2 | 15 | 1.3 | 38 | 2 | 23 | 1
CC(=O)O/C(=C\c1cn(C(C)=O)c2ccccc12)C(=O)O | 4 | 6 | 0 | 1 | -0.7 | 5 | -2 | 8 | -1
Cc1ccc(S(=O)(=O)N2CCOCC2)cc1C(=O)OCC(=O)NCc1ccccc1 | 15 | -6 | -51 | -12 | -0.1 | -17 | -3 | -4 | 1
Cc1ccc(NC(=O)Cn2nc(-c3ccccc3)nc2-c2ccccc2)c(C)c1 | -25 | 23 | -7 | 5 | 2.1 | 13 | -4 | 8 | 2
CC(C)C(NC(=O)c1ccco1)C(=O)NC1CCCCCC1 (stereo not drawn) | 4 | 16 | 23 | -4 | -1.1 | 10 | 2 | 5 | -5
CCN(CC)C(=O)CSc1nnc2nnc3cc(OC)ccc3n12 | 8 | -4 | 0 | -4 | 0.5 | -14 | -1 | 5 | -2
CCN1C(=O)/C(=C2/C(=O)N3c4c(cc(OC(C)=O)cc42)C(C)=CC3(C)C)SC1=S | 3 | 5 | -28 | 2 | -0.6 | 6 | 9 | 14 | 2
Cc1occc1-c1nnc(SCC(=O)NC2CCC(C)CC2)o1 (stereo not drawn) | 9 | 19 | -1 | 8 | -0.2 | 0 | -4 | 7 | -4
CC(C)CCNC(=O)CCc1nnc(Cc2c[nH]c3ccccc23)o1 | 37 | 4 | 5 | -4 | -0.8 | 4 | -2 | 5 | -1
Cc1ccc(-c2noc(CNC(=O)c3ccoc3C)n2)cc1 | -7 | 9 | 14 | 5 | 0.6 | -22 | 3 | -16 | -1
CCOc1ccc(NC(=O)CC2C(=O)N(c3ccccc3)C(=O)N2Cc2ccccn2)cc1 (stereo not drawn) | 2 | 3 | 13 | 4 | 0.4 | 5 | 0 | -7 | 1
COc1ccc(N2CC(C(=O)Nc3nc4ccc(F)cc4s3)CC2=O)c(OC)c1 (stereo not drawn) | 28 | 12 | 3 | -18 | 1.7 | 20 | -4 | 0 | 0

Entries of single compounds as entered above.
`Cc1occc1-c1nnc(SCC(=O)NC2CCC(C)CC2)o1` (stereo not drawn) as listed: Mdm2-MdmX inh: 9; tim23-1 inh: 19; APJ antagonist: -1; CXCR6 block: 8; UPR CHOP act: -0.2; tim10-1 inh: 0; APJ agonist: -4; TIM10 inh: 7; UPR XBP1 act: -4
`CC(C)C(NC(=O)c1ccco1)C(=O)NC1CCCCCC1` (stereo not drawn) as listed: Mdm2-MdmX inh: 4; tim23-1 inh: 16; APJ antagonist: 23; CXCR6 block: -4; UPR CHOP act: -1.1; tim10-1 inh: 10; APJ agonist: 2; TIM10 inh: 5; UPR XBP1 act: -5
`CCOc1ccc(NC(=O)CC2C(=O)N(c3ccccc3)C(=O)N2Cc2ccccn2)cc1` (stereo not drawn) as listed: Mdm2-MdmX inh: 2; tim23-1 inh: 3; APJ antagonist: 13; CXCR6 block: 4; UPR CHOP act: 0.4; tim10-1 inh: 5; APJ agonist: 0; TIM10 inh: -7; UPR XBP1 act: 1

Continuation.
SMILES | Mdm2-MdmX inh | tim23-1 inh | APJ antagonist | CXCR6 block | UPR CHOP act | tim10-1 inh | APJ agonist | TIM10 inh | UPR XBP1 act
N#Cc1c(SCC(=O)Nc2ccccc2)nsc1SCC(=O)Nc1ccccc1 | -15 | -1 | 16 | -4 | 2.3 | 8 | 0 | -2 | -2
CC(=O)COc1ccc2cc(-c3ccccc3)c(=O)oc2c1 | -138 | 26 | -22 | -13 | 1.3 | 7 | 4 | -5 | -5
CC(=O)Nc1ccc(C(=O)Cn2c3[n+](c4c(F)c(F)ccc42)CCCCC3)cc1 | 11 | 8 | -10 | 10 | 0.1 | -6 | -1 | 0 | -2
COc1ccc(S(=O)(=O)N2CCCOC2CNC(=O)C(=O)NCCCn2ccnc2)cc1OC (stereo not drawn) | 15 | 10 | 9 | 8 | -2.6 | 15 | -1 | 8 | -1
O=C(O)c1ccc(CSc2nc(-c3ccccc3)cc(C(F)(F)F)n2)cc1 | 14 | 13 | 8 | 7 | 6.4 | 5 | 1 | 8 | 0
COc1ccc(CNC(=O)CN2C(=O)COc3ccc(S(=O)(=O)N4CCCCC4)cc32)cc1 | -1 | -4 | 18 | 5 | -1.3 | 8 | -3 | 9 | 0
CC(=O)Nc1ccc(S(=O)(=O)N2CCC(NC(=O)C(Cc3ccc(C)cc3)NC(C)=O)CC2)cc1 (stereo not drawn) | -3 | 12 | 6 | -1 | 2.5 | 11 | 1 | -1 | 2
CCn1c(SCC(=O)Nc2nccs2)nnc1C1CC1 | 8 | 1 | 12 | -9 | 0.2 | -24 | -9 | -1 | -2
O=C(COC(=O)C1CC2CCCC(C1)C2=O)Nc1ccccc1 (stereo not drawn) | -8 | 10 | -9 | 3 | 1.2 | 9 | -5 | 6 | -1
COc1ccc(C(=O)N/N=C/c2ccc(OC(=O)c3ccccc3)cc2)cc1 | 4 | -26 | -4 | -11 | 0.8 | -19 | -1 | -16 | 1
COc1ccc(CN(C(=O)c2nsc(Cl)c2Cl)C(C(=O)NC2CCCC2)c2ccc(OC)cc2)cc1 (stereo not drawn) | 18 | 25 | 15 | 7 | -0.8 | 25 | -3 | 6 | 1
Nc1c2c3c(sc2nc(=O)n1N)CCCC3 | 25 | 11 | -1 | 3 | -0.9 | -1 | -2 | -4 | 0
NC(=O)c1ccsc1NC(=O)COC(=O)CCOc1ccccc1 | 3 | 7 | 2 | -10 | 3.4 | 6 | -1 | 9 | -1
CC(=O)Nc1ccc(S(=O)(=O)N2CCCCC2C(=O)O)cc1 (stereo not drawn) | 13 | -7 | 12 | -8 | -0.8 | 3 | -1 | -5 | -3
COc1ccccc1OCC(=O)Nc1nonc1NC(=O)COc1ccccc1OC | -3 | 11 | 7 | -8 | -0.3 | 19 | 3 | 16 | -3
Cc1ccc(NC(=O)N2CCCn3c(SCC(=O)c4ccccc4)nnc32)cc1 | 24 | -3 | 3 | 6 | 0.5 | -6 | -2 | -2 | -1
CCOc1cc(C2NC(=O)c3ccccc3O2)ccc1OC(C)C (stereo not drawn) | -12 | 27 | -1 | 5 | 1.3 | 17 | 0 | -9 | 0
CCCOc1ccc(/C=N/NC(=O)C(C)Sc2ccccn2)cc1OCC (stereo not drawn) | -10 | -2 | 1 | 4 | -1.8 | 35 | -3 | 13 | 4
COc1ccccc1N(CC(=O)N/N=C/c1c(O)ccc2ccccc12)S(C)(=O)=O | 77* | -12 | -12 | 1 | -2.6 | 17 | -4 | -15 | -2
COc1ccc(CNC(=O)C2CCN(S(=O)(=O)c3ccc(-c4nn[nH]n4)cc3)CC2)cc1 | -12 | 17 | -1 | -10 | -1.1 | 17 | -1 | 5 | -3

Grouped by structure, those above with a tert-butyl group.
SMILES | Mdm2-MdmX inh | tim23-1 inh | APJ antagonist | CXCR6 block | UPR CHOP act | tim10-1 inh | APJ agonist | TIM10 inh | UPR XBP1 act
CC(C)(C)CC(=O)NCCCN1CCOCC1 | -45 | -2 | 5 | 1 | -0.6 | 14 | -1 | -8 | -1
CC(NCC(O)COC1CCC(C(C)(C)C)CC1)c1ccccc1 (stereo not drawn) | 55* | -154 | 3 | -7 | 0.6 | -8 | -4 | -82 | 2

Only part of the results is shown; rates above refer to the full screens.
